Glioma ERSR ind = inducers of ER stress response in human glioma cells | U87-MG GRP78 promoter luciferase reporter, 16 h | 420,000 tested, 0.02% active | AID 602332 | Potency, µM, for inactives: top-dose activation, actives largely listed as activators; note: potency is the fitted concentration of half-maximal effect; series mostly up to about 76 µM; % of control where 0% means no effect; nearly all actives have a fitted effect of over 35% in size
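Stably transfected U87-MG glioma cells carrying a GRP78-based luciferase sensor; 16 h compound incubation. Luminescence end-point read 10 min after Bright-Glo addition at room temperature.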
Vif-A3G inh = inhibitors of Vif-APOBEC3G interaction; Q9HC16; Potency, µM (doses to about 46.1 µM), inactives show at the highest dose activity, negative = active, usual class: inhibitors; 410,000 tested, 0.076% active; HeLa A3G-eYFP + Vif (tagged APOBEC3G with the HIV-1 protein that degrades it), YFP fluorescence, overnight;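 note: potency is the fitted concentration of half-maximal effect; % is set by controls: 0 for no effect and ±100 for the full control effect; nearly all actives have a fitted effect of over 60% in size; hits raise eYFP signal because A3G escapes Vif-driven loss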
Target sequence (Q9HC16 whole entry, looked up): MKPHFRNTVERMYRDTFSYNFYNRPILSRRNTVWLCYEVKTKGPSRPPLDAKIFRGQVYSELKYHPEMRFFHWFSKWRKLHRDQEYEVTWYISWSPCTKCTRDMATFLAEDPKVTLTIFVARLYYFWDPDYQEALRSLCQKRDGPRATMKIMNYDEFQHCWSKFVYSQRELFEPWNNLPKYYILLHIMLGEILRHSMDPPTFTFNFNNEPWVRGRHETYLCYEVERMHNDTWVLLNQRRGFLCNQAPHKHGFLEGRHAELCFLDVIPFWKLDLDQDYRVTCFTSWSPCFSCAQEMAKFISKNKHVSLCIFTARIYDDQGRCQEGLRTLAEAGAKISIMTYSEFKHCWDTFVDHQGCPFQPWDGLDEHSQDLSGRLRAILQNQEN
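HeLa cells stably expressing Vif and C-terminally eYFP-tagged A3G, seeded overnight at 37 deg C, then exposed to compound by pintool overnight at 37 deg C. Rise in yellow fluorescence (Ex 488/Em 500-530, Acumen) marks blocked Vif-driven A3G degradation.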
LDHA inh = blocks human lactate dehydrogenase A; P00338; purified LDHA, NADH/diaphorase-resazurin fluorescence; active compounds read low; activity change, % (values are at about 110 or 230 µM); 480,000 tested, 0.15% active; AID 1347041; in the data active = activity change below about -30%; inconclusive = mostly about -25% to -30%;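 note: plate controls were DMSO wells for no effect and wells without enzyme for full effect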
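Remaining NADH was detected by diaphorase (0.133 mg/mL) converting 37 µM resazurin to fluorescent resorufin, read at 0 and 20 minutes. The preceding 5-minute room-temperature reaction used 2 nM LDHA, 0.2 mM sodium pyruvate and 0.06 mM NADH at pH 7.4.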
Active calls of the source: *; ? = inconclusive; & = joins results of further samples. Unless noted, calls come from the whole dose curve; as a rule, active = well fitted curve in the direction sought with a large enough effect; inconclusive = small, poorly fitted or top-dose-only effect, or another doubt; inactive = no such curve, though single readings can be large; an effect the other way counts as inactive or inconclusive. The list is partial; count on the stated rates, not on these rows.

Each structure is followed by: LDHA inh, Vif-A3G inh, Glioma ERSR ind
- CC(O)COCC1OC2OC3C(COCC(C)O)OC(OC4C(COCC(C)O)OC(OC5C(COCC(C)O)OC(OC6C(COCC(C)O)OC(OC7C(COCC(C)O)OC(OC8C(COCC(C)O)OC(OC1C(OCC(C)O)C2OCC(C)O)C(OCC(C)O)C8OCC(C)O)C(OCC(C)O)C7OCC(C)O)C(OCC(C)O)C6OCC(C)O)C(OCC(C)O)C5OCC(C)O)C(OCC(C)O)C4OCC(C)O)C(OCC(C)O)C3OCC(C)O (stereo not drawn)
  4, 2%, -5%
- CC1(C(=O)NS(=O)(=O)c2cccc(Cl)c2)CCN1C(=O)CC1CCCC1 (stereo not drawn)
  -11, -3%, -5%
- CC1CC2(CC(CN(C3CCCCC3)C3CCCCC3)OC2=O)C(=O)O1 (stereo not drawn)
  -1, 1%, -5%
- CCC(=O)N1CCCC(C(=O)Nc2nc3ccccc3n2C)CC1 (stereo not drawn)
  -3, -1%, -1%
- COc1cccc(CNC(=S)Nc2ccc3c(c2)c(=O)n(C)n3Cc2ccccc2)c1
  -10, -3%, -4%
- CCCS(=O)(=O)NC(=O)C1(C)CCCN(C(=O)c2cc(-c3cccs3)oc2C)C1 (stereo not drawn)
  -1, 2%, 2%
- FC(F)C(F)(F)Oc1cccc(Nc2nccn3c(-c4cccc5cccnc45)cnc23)c1
  -15, -2%, 1%
- CCc1nc2c(OCc3ccc(C(F)(F)F)cc3)cccn2c1N(C)C(C)=O
  0, 0%, 0%
- Brc1cccc(-c2nc3ccc(Br)cn3c2Cc2ccsc2)c1
  -2, -4%, 2%
- COC(=O)c1cc2c([nH]c1=O)CC(c1ccccc1)CC2=O (stereo not drawn)
  -1, 1%, -1%

Next part, starting with the last 2 of the part before.
Each structure is followed by: LDHA inh, Vif-A3G inh, Glioma ERSR ind
- Brc1cccc(-c2nc3ccc(Br)cn3c2Cc2ccsc2)c1
  -2, -4%, 2%
- COC(=O)c1cc2c([nH]c1=O)CC(c1ccccc1)CC2=O (stereo not drawn)
  -1, 1%, -1%
- Cc1cc(C)nc(Nc2nc(C(N)c3ccccc3)cs2)n1 (stereo not drawn)
  -2, ?, -3%
- O=C(NC(c1ccccc1)c1ccc2ccccc2n1)C1CCN(CCOc2ccc(Cl)cc2)CC1 (stereo not drawn)
  -2, -22%, -14%
- CCNC(=O)C1(C)CCCN1Cc1cccc(C(F)(F)F)c1 (stereo not drawn)
  -2, -2%, -1%
- COc1ccc(C(=O)N2CCCC(C)(C(=O)NS(=O)(=O)C3CC3)C2)c(OC)c1 (stereo not drawn)
  -3, -2%, -1%
- Cc1cc[n+](CC#N)cc1
  0, 1%, -2%
- COc1cc(-c2cc(NC(C)=O)c3ncc(-c4ccccc4)n3c2)cc(OC)c1OC
  6, -28%, 3%
- CC1(C(=O)NS(=O)(=O)c2cccs2)CCN1C(=O)CC1CC1 (stereo not drawn)
  -11, 1%, -3%
- COc1cc(C#N)c(NC(=S)N2CCN(C(=O)c3ccco3)CC2)cc1OC
  -9, 0%, -2%
- CSc1n[nH]c(-c2ccco2)n1
  -3, -3%, -3%
- CCNC(=O)C1(C)CCN(C(=O)c2cc(C)oc2C)C1 (stereo not drawn)
  -2, -1%, -2%
- COc1ccccc1-c1csc(C(O)c2cccc(Cl)c2)n1 (stereo not drawn)
  -4, -6%, -1%
- CCCOc1ccc(F)cc1-c1cc(C(=O)Nc2ccc(OC)cc2OC)[nH]n1
  -7, -2%, -3%
- O=C(C[n+]1csc2ccccc21)c1ccc(I)cc1
  -9, 3%, -6%
- CS(=O)(=O)N1CCCCC1c1cc(C(=O)Nc2cccc3c2CCCC3)no1 (stereo not drawn)
  -3, 1%, -2%
- COc1ccc(NC(=O)C2Cc3c(-c4cccc(C(C)=O)c4)ccnc3O2)cn1 (stereo not drawn)
  0, ?, -4%
- CCCCOC1NC(=O)NC(=O)C1(F)C(=O)OCC (stereo not drawn)
  -3, 3%, -4%
- CNc1cncc(-c2cc(OC)ccc2OC)n1
  -3, 0%, -2%
- COCCNC(=O)C1CCCN(C(=O)c2nc(C)oc2C)CC1 (stereo not drawn)
  -2, -1%, -1%
- CC(=O)c1cccc(NC(=O)c2cccc3c(-c4cccnc4)coc23)c1
  -4, -16%, -1%
- COc1ccc(-c2nc3c4ccccc4ccn3c2CC2CCCCC2)cc1OC
  1, -10%, 6%
- COC(=O)c1ccc2nc(-c3ccc(OC)c(OC)c3)c(Cc3ccc(OC)cc3C)n2c1
  4, -5%, -3%
- O=C(OCCF)N1CCN(/[N+]([O-])=N/Oc2ccc([N+](=O)[O-])cc2[N+](=O)[O-])CC1
  9, -3%, -12%
- CCc1nc2ccc(C(=O)NC3CCN(Cc4ccccc4)CC3)cn2c1N(C)CCN1CCOCC1
  -10, -1%, -4%
- CSc1ccc(CNC(=O)C2(C)CCN2C(C)C)cc1 (stereo not drawn)
  -4, 0%, -1%
- CNc1cncc(-c2ccc(O)cc2C)n1
  5, 1%, 0%
- Nc1ccc2cccnc2c1
  -5, -3%, -4%
- C(=C\c1cnc2ccccc2n1)/c1ccc2c(c1)OCO2
  2, -14%, -10%
- Cc1nc2ccc(C(=O)NCCc3c[nH]c4ccccc34)cn2c1N(C)C(=O)CCc1ccccc1
  1, -19%, 2%
- CN1CCN(c2cc(CNC[C@H]3O[C@@H](n4cnc5c(=O)[nH]c(N)nc54)[C@H](O)[C@@H]3O)ccc2F)CC1
  -9, 3%, -2%
- COc1cc(F)ccc1-c1csc(C(O)c2ccc(F)cc2)n1 (stereo not drawn)
  -5, -9%, 6%

In the list so far, these have an aryl thioether with sulfur outside any ring.
Each structure is followed by: LDHA inh, Vif-A3G inh, Glioma ERSR ind
- CSc1n[nH]c(-c2ccco2)n1
  -3, -3%, -3%
- CSc1ccc(CNC(=O)C2(C)CCN2C(C)C)cc1 (stereo not drawn)
  -4, 0%, -1%

New compounds follow.
Each structure is followed by: LDHA inh, Vif-A3G inh, Glioma ERSR ind
- Oc1c(C(Nc2ccccn2)c2ccccc2)ccc2cccnc12 (stereo not drawn)
  2, -16%, -4%
- CN(c1cc2c(c3c1ccn3C)C1CCC2C1)C1CCCCC1 (stereo not drawn)
  9, 0%, -5%
- COCCCn1c(SCC(=O)N2CCc3ccccc32)nnc1-c1ccoc1C
  4, 2%, 1%
- Cc1cnc(/C=C/c2ccc(N(C)C)cc2)cn1
  0, 5%, -5%
- CCCCNC(=O)c1ccc2nc(-c3cccs3)c(-c3cccs3)nc2c1
  -4, 2%, -3%
- CCOC1=C2CN(S(=O)(=O)c3ccc(C)cc3)[C@@H](c3ccccc3)C[C@H]2[C@H]2C(=O)N(c3ccccc3)C(=O)[C@H]2C1
  -9, -6%, -1%
- Cc1c(C(=O)NCc2cccs2)sc(=O)n1Cc1ccc(S(C)(=O)=O)cc1
  -6, -4%, -4%
- Cc1cc(C)n(CCNC(=O)[C@H]2O[C@@H](n3cnc4c(N)ncnc43)[C@H](O)[C@@H]2O)n1
  -2, -2%, -2%
- CC1(C(=O)NS(=O)(=O)c2cccc(Cl)c2)CCN1C(=O)Cc1cccs1 (stereo not drawn)
  -7, 0%, -4%
- CCCNC(=O)C1(C)CCN(C(=O)c2ccc3c(c2)CCO3)C1 (stereo not drawn)
  -11, -2%, -2%
- CC(C)c1ccc(C(=O)N2CCCCC2c2cc(C(=O)NCc3cccnc3)no2)cc1 (stereo not drawn)
  -15, -2%, -1%
- COCCNC(=O)C1(C)CCCN(Cc2cc(-c3ccccc3)n(C)n2)C1 (stereo not drawn)
  -9, 3%, -3%
- CC(=O)NC(c1cccc(F)c1)c1nc(-c2ccccc2C)cs1 (stereo not drawn)
  -3, -5%, -1%
- CN(C)[C@H]1CCN([C@@H]2CS(=O)(=O)N[C@H]2COCc2ccccc2)C1
  2, -3%, 0%
- O=C(NCC1CC1)c1ccc2sc([C@@H]3O[C@H](CO)[C@H](O)[C@H](O)[C@H]3O)nc2c1
  1, 0%, -1%
- COc1ccc(Cc2c(-c3cccc(Br)c3)nc3ccc(Br)cn23)c(C)c1
  -1, -12%, 3%
- COc1ccc(S(=O)(=O)NC(=O)C2(C)CCN2C(=O)CCC2CCCC2)cc1OC (stereo not drawn)
  -2, -4%, -4%
- CCCS(=O)(=O)NC(=O)C1(C)CCCN(C(=O)c2c(C)noc2C)C1 (stereo not drawn)
  -6, 0%, -3%
- N#Cc1nc(-c2ccc(OCc3ccc(Cl)cc3)cc2)oc1N1CCCCC1
  -3, 4%, -1%
- COc1cc(NC(=O)C2(C)CCCN(C(C)C)C2)cc(OC)c1OC (stereo not drawn)
  -1, -1%, 0%
- CC(=O)N/C(=C/c1ccccc1)c1ccncc1
  4, 1%, -4%
- CCCN(CCC)Cc1cc(=O)oc2cc(C)c(Cl)cc12
  -5, 0%, 2%
- CC(C)(C)c1ccc(CC(=O)N2CCC2(C)C(=O)NCc2cccs2)cc1 (stereo not drawn)
  -5, 4%, -1%
- CCNC(=O)C1(C)CCCN(Cc2ccc(-c3ccccn3)cc2)C1 (stereo not drawn)
  -14, 1%, -3%
- O=C(CNC(=O)c1ccccc1)OCC(=O)c1ccc2ccccc2c1
  1, -1%, 0%
- CC1(C(=O)Nc2ccc3c(c2)OCCO3)CCN1C(=O)C1(c2ccccc2)CC1 (stereo not drawn)
  0, -6%, -4%
- N#CCCN(Cc1ccccc1)C(C(=O)NC1CCCCC1)C1CC1 (stereo not drawn)
  -3, 4%, -1%
- Cn1c(=O)c2cc(NC(=O)NCc3ccccc3)ccc2n1C/C=C/c1ccccc1
  -4, ?, -5%
- COCCN1C[C@@H](CO)O[C@@H](n2cnc3c(N4CCN(c5ccccc5)CC4)ncnc32)C1
  -5, 0%, 0%
- CC1(C(=O)NS(=O)(=O)c2ccc(Cl)s2)CCN1C(=O)Cc1ccc(Cl)cc1Cl (stereo not drawn)
  -6, -5%, -3%
- CN(C)CCNc1ncnc2c1ncn2[C@H]1CN(Cc2ccc(Cl)cc2)C[C@@H](CO)O1
  -4, 1%, -3%
- CCCS(=O)(=O)NC(=O)C1(C)CCN(C(=O)c2ccc3ccccc3c2)C1 (stereo not drawn)
  -3, -1%, -2%
- OC(c1ccc(-c2ccccc2)cc1)c1ncc(-c2cccc(F)c2)[nH]1 (stereo not drawn)
  -5, -15%, -3%
- CN(C)c1cccc(CNC(=O)c2ccc3sc([C@H]4C[C@H](O)[C@@H](CO)O4)nc3c2)c1
  2, -1%, 1%
- CC(C)C1C(=O)N(Cc2cn(CCC3OCCO3)nn2)CCS(=O)(=O)N1Cc1ccc(-c2ccccc2Cl)cc1 (stereo not drawn)
  4, -7%, -3%
- CNC(=O)OCc1snc(-c2ccccc2)c1COC(=O)NC
  -6, 1%, -4%
- CC[C@@H]1CC2=C(C(=O)OC(C)(C)O2)[C@H](c2ccc(Cl)cc2)O1
  -9, -3%, 0%
- Cn1ccc2c(N3CCCCCC3)cc3c(c21)C1CCC3C1 (stereo not drawn)
  13, -1%, -4%
- CC1(C(=O)Nc2ccccc2Br)CCN1C(=O)CC1CC1 (stereo not drawn)
  4, -3%, -1%
- O=S(=O)(c1ccc(F)cc1)N1CCN(c2nc(-c3cccs3)nc3ccccc23)CC1
  -11&-4&1, 2%, -3%
- CCCS(=O)(=O)NC(=O)C1(C)CCN(C(=O)c2ccc(F)cc2Cl)C1 (stereo not drawn)
  -4, -5%, 1%
- COc1ccc(NC(=O)c2cc(C3CCCCN3C(=O)OCC(C)C)on2)c(C)c1 (stereo not drawn)
  -9, 0%, -4%
- COc1ccc(Cc2c(-c3ccc(OC)c(OC)c3)nc3ccc(C)cn23)c(C)c1
  1, -1%, 0%
- Cc1ccc(C)c(CC(=O)N2CCCC(c3cc(C(=O)Nc4ccccc4Cl)no3)C2)c1 (stereo not drawn)
  4, 0%, 2%
- Cc1ccc2[nH]c(=O)c(CN(Cc3cccs3)Cc3nnnn3Cc3ccco3)cc2c1
  1, -4%, -2%
- CCOC1=C2[C@@H](CN(S(=O)(=O)c3ccc(C)cc3)[C@H]2c2ccc(Cl)cc2)[C@H]2C(=O)N(c3ccccc3)C(=O)[C@H]2C1
  -9, -2%, -5%
- CN(Cc1ccccc1)c1cc2c(c3c1ccn3C)C1CCC2O1 (stereo not drawn)
  12, -27%, 3%
- CC(C)Oc1ccc(F)cc1-c1cc(C(=O)Nc2ccc(C(C)(C)C)cc2)[nH]n1
  -3, ?, 13%
- COC(=O)c1ccc2nc(-c3ccc(C)cc3)c(Cc3ccccc3OC)n2c1
  1, -17%, 0%

Compound activity from PubChem BioAssay.
